MEKK2wt PB1 HTS = raises or lowers MEK5 binding to wildtype human MEKK2 PB1 domain; AID 1531; binding response (% of control), % at 10 µM; 290,000 compounds, 1.1% hits; bead flow cytometry, Alexa488-MEK5 binding to MEKK2 WT; actives lie on both sides; in the data active = binding response below about 67% or above about 130%; inconclusive = no clear call, values can overlap the other calls; inactive = in between
IDE cell activ = boosts human insulin-degrading enzyme activity in HEK cells | P14735 | FAbeta-B cleavage, fluorescence polarization; 0% vehicle, 100% cell-free pure enzyme wells | AID 493087 | 340,000 compounds, 0.073% hits | activation, % at 5.96 µM;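 active = activation above the mean of all tested compounds plus 3 SD, set per screening campaign, cut at about 17% in these data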
Target sequence (P14735 whole entry, looked up): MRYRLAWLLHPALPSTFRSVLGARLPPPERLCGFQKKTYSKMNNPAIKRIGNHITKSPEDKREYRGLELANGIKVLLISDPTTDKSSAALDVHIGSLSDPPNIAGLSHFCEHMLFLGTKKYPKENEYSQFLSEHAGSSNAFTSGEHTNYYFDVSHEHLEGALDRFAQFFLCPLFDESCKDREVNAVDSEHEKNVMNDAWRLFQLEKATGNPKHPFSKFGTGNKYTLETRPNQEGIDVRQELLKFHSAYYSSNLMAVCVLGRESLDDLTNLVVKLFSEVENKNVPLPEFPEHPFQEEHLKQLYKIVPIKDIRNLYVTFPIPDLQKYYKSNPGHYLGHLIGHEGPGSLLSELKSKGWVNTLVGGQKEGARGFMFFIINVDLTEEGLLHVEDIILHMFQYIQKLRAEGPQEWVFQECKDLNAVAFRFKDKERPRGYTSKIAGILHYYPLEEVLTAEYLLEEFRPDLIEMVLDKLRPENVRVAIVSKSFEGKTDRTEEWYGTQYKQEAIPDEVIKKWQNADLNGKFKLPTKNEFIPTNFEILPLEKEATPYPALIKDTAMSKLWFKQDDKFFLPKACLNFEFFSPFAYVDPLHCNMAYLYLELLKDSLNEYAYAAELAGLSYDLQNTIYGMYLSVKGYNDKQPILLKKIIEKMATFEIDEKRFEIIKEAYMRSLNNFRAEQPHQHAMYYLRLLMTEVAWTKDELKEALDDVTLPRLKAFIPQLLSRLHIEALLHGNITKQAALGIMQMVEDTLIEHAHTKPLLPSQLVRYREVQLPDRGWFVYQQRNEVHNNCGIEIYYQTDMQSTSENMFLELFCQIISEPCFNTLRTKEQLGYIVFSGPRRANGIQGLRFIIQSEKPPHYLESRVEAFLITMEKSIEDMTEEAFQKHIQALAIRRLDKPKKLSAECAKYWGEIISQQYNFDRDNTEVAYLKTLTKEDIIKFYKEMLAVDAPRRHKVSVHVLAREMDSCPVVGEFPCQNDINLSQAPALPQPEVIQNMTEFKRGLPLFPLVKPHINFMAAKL
PfM18AAP inh = blocks P. falciparum M18 aspartyl aminopeptidase; recombinant PfM18AAP, H-Glu-NHMec fluorogenic cleavage; 290,000 compounds, 1.2% hits; AID 1822; inhibition, % at 7.35 µM;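 active = inhibition above the campaign mean inhibition over all tested compounds plus 3 SD, cut at about 28% in these data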;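 also: 0% = plate median of test compound wells and 100% = 2 mM ZnCl2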
pCIP destab = lowers stability of the mouse p/CIP coactivator protein. Q05BA5. F442A p/CIP-EGFP cells, EGFP fluorescence, 16 h. decrease of EGFP signal, % at 10 µM. 290,000 compounds, 0.01% hits. AID 1984;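 active = EGFP signal decrease of at least 30% at 10 µM or well 3 SD below plate mean, unless failing retest; inactive = the rest, including hits failing retest or dose response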; also: some compounds called inactive have numbers as strong as hits; many of its hits are not listed in these tables
NALP1 yeast inh = NALP1 inhibition. 280,000 compounds, 0.61% hits. AID 2071. S. cerevisiae NALP1/ASC/caspase-1 growth, X-gal OD620, 72 h. inhibition, % at 10 µM; in the data active = inhibition mostly above about 24%, no sharp cut-off; inactive = mostly below about 32%; also: some compounds called inactive have numbers as strong as hits
IDE cell inh = cellular human IDE inhibition; P14735; HEK cells, FAbetaB cleavage, fluorescence polarization; inhibition, % at 5.59 µM; 320,000 compounds, 0.41% hits; AID 434962;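 active = percent inhibition above the average of all tested compounds plus 3 SD, set per screening campaign, cut at about 16% in these data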;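 also: IDE supplied by intact live HEK cells; FP after avidin binding of uncleaved biotin substrate so inhibition keeps polarization high; 0% = DMSO wells and 100% = 60 µM reference IDE inhibitor Ii1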
MEKK2 mut-MEK5 = signal of MEK5 binding to mutant human MEKK2 PB1 domain. 290,000 compounds, 0.35% hits. AID 1530. percent response, % at 10 µM. bead flow cytometry, Alexa488-MEK5 binding to MEKK2 mutant; in the data active = percent response above about 24%, passing the limit was not always enough; also: inactives centre near 1; some results filed as inactive read as strong as hits; reference of the scale not given here
UBC9 SUMO inh = inhibitors of human SUMOylation (UBC9); HTRF SUMOylation assay, SAE1/SAE2 + UBC9, in vitro; 290,000 compounds, 0.36% hits; inhibition, % at 35 µM; AID 2006; in the data active = inhibition above about 50%, passing the limit was not always enough; inconclusive = no clear call, values can overlap the other calls; also: strong numbers were not always called active
MEKK3 PB1 HTS = modulators (inhibitors or enhancers) of MEK5 binding to human MEKK3 PB1 domain | Q99759 | bead-based flow cytometry, Alexa488-MEK5 binding to MEKK3; actives lie on both sides; 0 = blocked by unlabeled MEK5, 100 = vehicle | binding response (% of control), % at 10 µM | 290,000 compounds, 1.4% hits | AID 1529;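 active = binding response more than 3 SD above or below the average of its plate-row segment, actives on both sides; inconclusive = wells at one plate position flagged as instrument error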;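 also: Alexa488 bead fluorescence after subtracting the streptavidin-only scavenger bead signal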
Starred values were filed as active, the others as inactive; u = inconclusive; x = not tested or not shown; [ ] = dose if it differs, or a comment. Some of the compounds tested; count on the stated rates, not on these rows.

SMILES | MEKK2wt PB1 HTS | IDE cell activ | PfM18AAP inh | pCIP destab | NALP1 yeast inh | IDE cell inh | MEKK2 mut-MEK5 | UBC9 SUMO inh | MEKK3 PB1 HTS
CCc1nc(SCC(=O)Nc2ccc(C(=O)O)cc2)n[nH]1 | 93 | 0 | -20 | -1 | 2 | -2 | -10 | 11 | 87
O=C(CN1CCOCC1)Nc1ccccc1C(=O)O | u | 0 | 0 | 10 | 3 | 1 | -40 | 7 | u
Cc1ccc(N2CCN(C(=O)N3CCOCC3)CC2)cc1C | 97 | 1 | 0 | 7 | -8 | 0 | 1 | -9 | 100
COc1ccccc1C(=O)Nc1ccc(S(=O)(=O)N2CCC(C)CC2)cc1 | 102 | 2 | 0 | -12 | -1 | 0 | 2 | 4 | 105
Cc1nc(NC(=O)c2ccc(Cl)cc2)sc1Cc1ccc2c(c1)OCO2 | 115 | -1 | 28 | 12 | 19 | -1 | 0 | 11 | 104
CC(C)(C)OC(=O)N1CCC[C@H]1c1nnc(SCc2ccccc2Cl)o1 | 107 | 1 | 0 | -10 | 14 | 5 | 12 | 23 | 103
CC1CCN(CC(=O)Nc2ccccc2-c2ccccc2)CC1 | 99 | 6 | 1 | -17 | -20 | 2 | 2 | 11 | 97
COc1ccc(-c2cn(-c3cccc(C)c3)c(=O)[nH]2)cc1OC | 103 | 1 | -9 | -5 | 11 | -3 | -1 | -12 | 103
Brc1ccc(-c2nc3ncccn3c2Nc2ccc3c(c2)OCCO3)o1 | 98 | 7 | -14 | -6 | 11 | 0 | 1 | 5 | 100
O=C(NC(=S)Nc1cccc(NC(=O)c2ccc(Cl)cc2Cl)c1)c1cccs1 | 100 | 3 | -6 | -12 | 17 | 1 | 11 | -6 | 104
CCCCn1c(C)csc1=Nc1cccnc1 | 92 | -1 | 2 | -6 | 19 | -3 | -3 | 4 | 95
CCCOCC(O)COc1ccccc1C(=O)N1CCOCC1 (stereo not given) | 98 | 1 | -1 | -28 | -17 | 1 | 1 | 27 | 98
CC(NC(=O)CCCCCCN1C(=O)c2ccccc2C1=O)c1ccc2c(c1)CCCC2 (stereo not given) | 86 | -1 | -7 | 4 | 38 | 7 | -6 | -17 | 86
C=CCNC(=O)CSc1n[nH]c(-c2cc(Cl)ccc2OC)n1 | 94 | 6 | 2 | -3 | -2 | 8 | -5 | 6 | 98
COc1ccc(NCc2nnc(SCC(=O)c3ccc(C)cc3)o2)cc1 | 96 | 0 | 10 | 1 | -1 | 1 | -1 | 5 | 97
C=CCn1c(Cc2cccs2)nnc1SCC(=O)Nc1cccc(OC)c1 | 103 | 3 | 5 | 0 | 15 | 2 | 2 | 24 | 99
CC1CCC(=NNC(=O)Cc2ccccc2)CC1 (stereo not given) | 100 | 5 | 4 | -9 | -8 | 5 | 0 | 12 | 101
COCCn1c(SCCOc2ccccc2)nc2ccccc2c1=O | 101 | 4 | -1 | 6 | 7 | 0 | 4 | -10 | 83
COc1ccc(NC(=O)CSc2n[nH]c(-c3ccco3)n2)cc1 | 86 | -3 | 3 | -2 | -2 | 4 | -9 | 2 | 103
COCCN(CC(=O)NCc1ccc(F)cc1)C(=O)CCC(=O)Nc1ccccn1 | 90 | 3 | -1 | 0 | 21 | 4 | -10 | 6 | 81*[inhibitor]
C=CCn1c(CCNC(=O)c2cccs2)nnc1SCC(=O)c1cccc([N+](=O)[O-])c1 | 102 | 6 | 8 | -1 | 23 | 7 | 6 | 1 | 98
Cn1c(CCCOc2ccc(Cl)cc2Cl)nnc1SCC(=O)Nc1cccc(F)c1 | 102 | 0 | -4 | -4 | 25 | -1 | -4 | -1 | 93
O=C(NCc1ccccn1)Nc1ccccc1Cl | 105 | 6 | -4 | 11 | 11 | 2 | 3 | -2 | 104
COc1ccc(OC)c(C(=O)CN2CCN(S(=O)(=O)c3ccc(Br)cc3)CC2)c1 | 95 | 2 | 2 | 0 | 25 | 1 | -3 | 19 | 90
COc1ccc(-c2cc(-c3ccccc3O)[nH]n2)cc1 | 100 | 5 | 8 | -11 | 9 | 3 | 4 | 27 | 102
CCn1c(CNc2ccc(C)cc2)nnc1SCC(N)=O | 100 | 2 | -1 | -3 | -22 | 6 | 6 | 10 | 116
Cn1c(Cc2ccccc2)nnc1SCc1nc2ccccc2c(=O)[nH]1 | 94 | 7 | 1 | -2 | 3 | 2 | -3 | 7 | 85
CN(C)S(=O)(=O)c1ccc(NC(=O)CN2CCc3ccccc32)cc1 | 107 | 0 | 1 | 2 | x | -2 | 3 | -21 | 106

Reprinted at random: 2 compounds from above, in no set order.
SMILES | MEKK2wt PB1 HTS | IDE cell activ | PfM18AAP inh | pCIP destab | NALP1 yeast inh | IDE cell inh | MEKK2 mut-MEK5 | UBC9 SUMO inh | MEKK3 PB1 HTS
CN(C)S(=O)(=O)c1ccc(NC(=O)CN2CCc3ccccc32)cc1 | 107 | 0 | 1 | 2 | x | -2 | 3 | -21 | 106
COc1ccccc1C(=O)Nc1ccc(S(=O)(=O)N2CCC(C)CC2)cc1 | 102 | 2 | 0 | -12 | -1 | 0 | 2 | 4 | 105

Complete entries, quoted from the list:
COCCN(CC(=O)NCc1ccc(F)cc1)C(=O)CCC(=O)Nc1ccccn1 is entered as MEKK2wt PB1 HTS = 90; IDE cell activ = 3; PfM18AAP inh = -1; pCIP destab = 0; NALP1 yeast inh = 21; IDE cell inh = 4; MEKK2 mut-MEK5 = -10; UBC9 SUMO inh = 6; MEKK3 PB1 HTS = 81*[inhibitor]
C=CCn1c(CCNC(=O)c2cccs2)nnc1SCC(=O)c1cccc([N+](=O)[O-])c1 is entered as MEKK2wt PB1 HTS = 102; IDE cell activ = 6; PfM18AAP inh = 8; pCIP destab = -1; NALP1 yeast inh = 23; IDE cell inh = 7; MEKK2 mut-MEK5 = 6; UBC9 SUMO inh = 1; MEKK3 PB1 HTS = 98

Seven entries from above, arranged by the number in pCIP destab, descending:
SMILES	pCIP destab
Cc1nc(NC(=O)c2ccc(Cl)cc2)sc1Cc1ccc2c(c1)OCO2	12
O=C(NCc1ccccn1)Nc1ccccc1Cl	11
COCCN(CC(=O)NCc1ccc(F)cc1)C(=O)CCC(=O)Nc1ccccn1	0
CCc1nc(SCC(=O)Nc2ccc(C(=O)O)cc2)n[nH]1	-1
COc1ccc(NC(=O)CSc2n[nH]c(-c3ccco3)n2)cc1	-2
CCCCn1c(C)csc1=Nc1cccnc1	-6
CC1CCN(CC(=O)Nc2ccccc2-c2ccccc2)CC1	-17

Screening data (PubChem)
